Source: PubChem (several laboratories)
IDE cell inh – inhibitors of human insulin-degrading enzyme in cells; HEK cells, FAbetaB cleavage, fluorescence polarization; inhibition, % at 5.59 µM; actives 0.41% (n = 320,000);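 active means percent inhibition above the average of all tested compounds plus 3 SD, set per screening campaign, cut at about 16% in these data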;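 further: IDE supplied by intact live HEK cells; FP after avidin binding of uncleaved biotin substrate so inhibition keeps polarization high; 0% = DMSO wells and 100% = 60 µM reference IDE inhibitor Ii1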
M18AAP inhibitor – blocks P. falciparum M18 aspartyl aminopeptidase | inhibition, % at 7.35 µM | recombinant PfM18AAP, H-Glu-NHMec fluorogenic cleavage | actives 1.2% (n = 290,000) | AID 1822;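 active means inhibition above the campaign mean inhibition over all tested compounds plus 3 SD, cut at about 28% in these data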;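 further: 0% = plate median of test compound wells and 100% = 2 mM ZnCl2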
p-CIP stab down – p/CIP protein destabilization; F442A p/CIP-EGFP cells, EGFP fluorescence, 16 h; actives 0.01% (n = 290,000); Q05BA5; decrease of EGFP signal, % at 10 µM;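 active means EGFP signal decrease of at least 30% at 10 µM or well 3 SD below plate mean, unless failing retest; inactive means the rest, including hits failing retest or dose response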; further: some compounds called inactive have numbers as strong as hits; many of its hits are not listed in these tables
Target sequence (Q05BA5 1-1403): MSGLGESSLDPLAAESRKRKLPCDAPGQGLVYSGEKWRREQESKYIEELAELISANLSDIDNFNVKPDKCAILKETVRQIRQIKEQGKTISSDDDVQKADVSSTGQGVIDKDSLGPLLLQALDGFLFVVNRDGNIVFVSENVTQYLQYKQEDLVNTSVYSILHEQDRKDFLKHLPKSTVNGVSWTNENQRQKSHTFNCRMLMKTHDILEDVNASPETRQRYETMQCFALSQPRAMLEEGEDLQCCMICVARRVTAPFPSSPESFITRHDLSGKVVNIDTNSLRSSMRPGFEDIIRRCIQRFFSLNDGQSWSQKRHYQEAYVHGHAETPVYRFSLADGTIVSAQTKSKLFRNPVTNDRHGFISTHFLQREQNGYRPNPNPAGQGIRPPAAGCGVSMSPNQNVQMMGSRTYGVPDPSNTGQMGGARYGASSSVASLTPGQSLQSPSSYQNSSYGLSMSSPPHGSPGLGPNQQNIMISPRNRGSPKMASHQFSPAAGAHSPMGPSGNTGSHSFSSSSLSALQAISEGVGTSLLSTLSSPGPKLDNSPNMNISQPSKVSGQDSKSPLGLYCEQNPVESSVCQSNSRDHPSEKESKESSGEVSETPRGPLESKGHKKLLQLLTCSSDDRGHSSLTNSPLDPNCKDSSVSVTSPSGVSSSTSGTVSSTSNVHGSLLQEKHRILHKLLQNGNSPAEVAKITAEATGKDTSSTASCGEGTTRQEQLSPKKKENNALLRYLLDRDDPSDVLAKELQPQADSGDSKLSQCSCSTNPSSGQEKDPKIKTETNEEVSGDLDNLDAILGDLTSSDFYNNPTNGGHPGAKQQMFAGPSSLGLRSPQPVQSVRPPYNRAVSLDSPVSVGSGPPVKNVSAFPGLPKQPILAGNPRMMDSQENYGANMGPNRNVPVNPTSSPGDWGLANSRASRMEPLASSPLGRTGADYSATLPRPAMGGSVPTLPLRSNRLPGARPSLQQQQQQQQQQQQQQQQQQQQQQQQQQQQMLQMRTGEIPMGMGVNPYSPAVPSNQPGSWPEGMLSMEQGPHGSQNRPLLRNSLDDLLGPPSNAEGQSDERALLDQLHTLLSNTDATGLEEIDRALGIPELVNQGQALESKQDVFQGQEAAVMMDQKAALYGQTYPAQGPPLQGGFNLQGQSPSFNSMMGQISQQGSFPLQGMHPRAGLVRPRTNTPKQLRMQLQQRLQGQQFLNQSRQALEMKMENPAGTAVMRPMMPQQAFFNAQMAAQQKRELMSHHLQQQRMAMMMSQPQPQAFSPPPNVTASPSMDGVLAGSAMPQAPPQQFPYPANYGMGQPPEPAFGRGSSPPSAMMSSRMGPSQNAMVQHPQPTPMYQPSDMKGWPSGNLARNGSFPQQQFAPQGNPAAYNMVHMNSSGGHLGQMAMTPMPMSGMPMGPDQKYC
IMP-1 inhibitor – blocks Pseudomonas aeruginosa IMP-1 metallo-beta-lactamase; actives 0.45% (n = 290,000); inhibition, % at 5.6 µM; purified IMP-1, nitrocefin hydrolysis, epi-absorbance fluorescence; AID 1556;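 active means inhibition above the mean plus 3 SD of all compounds in the same screening run, cut at about 4.5% in these data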;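 further: 0% = IMP-1 with DMSO and 100% = DMSO wells lacking enzyme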
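assay system = purified recombinant IMP-1 metallo-beta-lactamase enzyme | schedule = 15 min preincubation plus 25 min reaction at 25 °C | signal = Epi-absorbance fluorescence, 480 nm excitation, 530 nm emission | read-out basis = percent inhibition from optical density relative to buffer-blank wells | controls = IMP-1 with DMSO as 0%, enzyme-free DMSO as 100%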
VIM-2 inhibitor – blocks Pseudomonas aeruginosa VIM-2 metallo-beta-lactamase; purified VIM-2, nitrocefin hydrolysis, epi-absorbance fluorescence; inhibition, % at 5.6 µM; actives 0.89% (n = 290,000);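 active means inhibition above the mean of all tested compounds plus 3 SD, cutoff set per screening run, cut at about 7.5% in these data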;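 further: red hydrolysis product quenches plate fluorescence so inhibitors raise well fluorescence; 0% = enzyme with DMSO and 100% = DMSO without enzyme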
PHOSPHO1 inh – PHOSPHO1 (human) inhibition | recombinant PHOSPHO1, absorbance phosphatase assay | actives 1.1% (n = 290,000) | inhibition, % at 13.3 µM; in the data active means inhibition above about 60%
GPR7 antagonist – antagonists of human GPR7 (neuropeptides B/W receptor 1). GPR7-expressing cells, fluorescence antagonist assay. actives 1.1% (n = 290,000). AID 1861. inhibition, % at 4.4 µM; in the data active means inhibition above about 16%, passing the limit was not always enough;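 further: cells stimulated with the agonist NPW; 0% = agonist with vehicle and 100% = vehicle without agonist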
NALP1 yeast inh – inhibitors of NALP1 inflammasome in yeast | S. cerevisiae NALP1/ASC/caspase-1 growth, X-gal OD620, 72 h | inhibition, % at 10 µM | actives 0.61% (n = 280,000); in the data active means inhibition mostly above about 24%, no sharp cut-off; inactive means mostly below about 32%; further: some compounds called inactive have numbers as strong as hits
IDE cell activ – IDE (human) activation, cell-based. actives 0.073% (n = 340,000). AID 493087. P14735. activation, % at 5.96 µM. HEK cells, FAbeta-B cleavage, fluorescence polarization; 0% vehicle, 100% cell-free pure enzyme wells;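 active means activation above the mean of all tested compounds plus 3 SD, set per screening campaign, cut at about 17% in these data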
* = called active by the depositor; . = no result given.

VIM-2 inhibitor	IDE cell inh	PHOSPHO1 inh	p-CIP stab down	M18AAP inhibitor	IMP-1 inhibitor	IDE cell activ	GPR7 antagonist	NALP1 yeast inh	canonical_smiles
-1.8	-6.8	34.4	4.4	-3.0	1.0	2.4	-9.0	36.8	N=c1c(S(=O)(=O)c2ccc(Br)cc2)cc2c(=O)n3ccccc3nc2n1C1CCCCC1
-1.7	3.0	32.5	21.0	4.3	-3.4	3.2	-12.0	0.6	COc1ccc(-n2c(=S)[nH]c3cc(C(=O)NCCCN4CCOCC4)ccc3c2=O)c(OC)c1
-0.1	-0.5	7.0	2.4	-10.1	-0.4	3.6	24.0	56.8*	COc1ccc(CNCC(O)(c2ccccc2)c2ccc(Cl)cc2)cc1 (centres undefined)
-0.2	10.5	-9.9	-7.6	-4.9	-1.0	.	-12.5	30.0	O=C(N/N=C/C(Br)=C\c1ccccc1)c1cccs1
-2.3	-2.5	-3.9	-8.8	-3.2	-1.8	0.1	-9.2	9.1	O=C(OCC(=O)N1CCc2ccccc21)c1c2c(nc3ccccc13)CCCC2
-3.6	1.1	8.6	-0.6	-13.3	-1.9	4.7	-4.5	-5.3	CCOc1cccc(C(=O)Nc2nnc(-c3cccs3)s2)c1
-2.0	9.3	34.7	-5.7	11.2	-3.5	6.5	-10.5	.	COc1ccc(/C=N/NC(=O)CN2CCCc3ccccc32)c(OC)c1
-4.2	1.8	7.2	-2.9	8.9	-5.5	4.2	-10.6	-1.3	O=C(Nc1ccc(Nc2ccccc2)cc1)c1ccc(Br)o1
-2.0	-0.9	12.5	3.2	1.2	-2.6	-1.8	-5.8	5.3	CC(OC(=O)CSc1ccc(F)cc1)C(=O)NC1(C#N)CCCCC1 (centres undefined)
-4.3	4.8	-8.2	12.9	0.3	-2.5	-3.2	-7.6	-11.4	Cc1ccc(SCc2cc(=O)[nH]c(SCC(=O)Nc3cc(Cl)ccc3Cl)n2)cc1
-3.5	-1.3	27.0	1.9	48.4*	-4.1	4.5	-3.6	2.5	COc1cc2c(cc1OC)C(c1cc3cccc(C)c3[nH]c1=O)N(C(=O)c1ccco1)CC2 (centres undefined)
-1.3	-5.3	18.4	2.3	0.6	-2.4	4.1	-20.6	6.9	Cc1ccc(OCCSc2nc3ccccc3n2CC(=O)O)c(C(C)C)c1
-1.0	2.6	15.8	1.6	-2.6	-1.5	-0.1	-4.7	1.2	COc1ccc(-c2csc(-c3cccnc3)n2)cc1C
-2.9	2.5	-7.7	-1.4	10.1	-1.9	0.8	-6.6	5.7	C=CCN1C(=O)/C(=C\c2ccc(Oc3nc(N4CCOCC4)nc(N4CCOCC4)n3)c(OC)c2)SC1=S
-0.7	-1.0	7.4	-11.7	-5.0	-3.4	-2.5	-7.8	32.3	C/C(N)=C(/C#N)C(=O)CSc1nc2ccccc2c(=O)n1CCCOC(C)C
-1.7	4.3	29.5	-9.6	-15.5	-0.5	1.8	-1.7	7.1	O=C(NCC1CCCO1)c1cc(S(=O)(=O)Nc2ccc(Br)cc2)ccc1Cl (centres undefined)
-1.1	1.4	-14.1	4.8	4.5	-3.1	-1.4	-10.9	16.3	COc1cc(Cl)cc(C2NC(=O)NC(C)=C2C(=O)NCc2ccccc2)c1O (centres undefined)
-0.2	-0.9	17.9	-3.2	2.2	-2.5	2.8	3.8	36.9	Cc1c(C(=O)OCCOc2ccccc2)[nH]c2c1C(=O)CCC2
-4.9	-4.0	22.8	2.0	-4.1	-2.8	1.3	13.8	-10.4	COc1cc2oc3ccccc3c2cc1N(CC(=O)N(C)C)S(=O)(=O)c1ccc(C)cc1
-2.6	.	0.4	8.4	21.2	-1.8	1.2	-16.5	6.7	Cc1c[n+](C)ccc1CC1C([N+](=O)[O-])=C[N-]c2ncnn21 (centres undefined)
-1.0	4.2	12.2	6.1	-4.7	-3.3	2.7	-12.1	4.6	O=C(CSc1nc(N2CCCCC2)nc(N2CCCCC2)n1)Nc1nccs1
-0.8	.	-11.5	-5.0	-4.2	-4.4	.	-9.1	7.3	CCOc1ccc(N(CC(=O)NC(C)CC)S(=O)(=O)c2c(C)noc2C)cc1 (centres undefined)
-0.9	-2.7	6.1	-14.9	0.5	-3.8	-3.8	-7.0	30.1	Cc1c(CN(C)C(=O)/C=C/c2ccc([N+](=O)[O-])cc2)cnn1C
-0.9	1.6	-14.5	-0.3	5.2	-2.7	7.7	-10.7	-19.9	Cc1cc(C)c(NC(=S)NCCO)c(C)c1
-1.6	-2.9	-6.8	-19.9	-4.5	-1.8	4.6	-5.0	22.2	O=C(c1cc(-c2ccccc2)nc2ccccc12)N1CCc2ccccc2C1
-2.3	-0.2	10.1	2.9	-0.2	-1.7	2.8	0.2	18.6	COc1ccc(C2Nc3ccccc3C(=O)N2Cc2ccco2)cc1COc1ccc([N+](=O)[O-])cc1 (centres undefined)
-1.9	-3.1	33.0	-10.2	0.2	-4.1	0.8	-0.9	6.0	C=CCN1C(=O)c2ccccc2C1(O)Cc1ccccc1 (centres undefined)
-4.3	2.9	-7.5	-6.4	0.6	0.5	0.0	-9.2	7.7	CC(C)C[C@H](NC(=O)OC(C)(C)C)c1nnc(SCC(=O)Nc2ccc(Br)cc2)o1
-1.5	-0.4	-9.0	13.6	-9.9	-0.5	3.4	1.3	14.0	S=C(c1ccc(Cl)cc1)N1CCN(Cc2ccccc2)CC1
-3.0	0.3	24.6	-16.6	1.2	-2.1	3.4	-13.3	6.0	COCCn1cnnc1SCC(=O)Nc1cccc(S(=O)(=O)N(C)c2ccccc2)c1
-0.7	7.5	24.6	-0.5	-0.9	-1.3	3.2	-6.2	-9.1	CC1=CC(=O)CC(C)(C)C1(O)/C=C/C(C)=C/C(=O)O (centres undefined)
-5.1	-0.4	1.7	-1.2	-4.4	-1.1	-0.7	-8.7	-4.6	CCOc1ccc(CNC(=O)CCn2c(=O)oc3ccccc32)cc1OC
-1.8	-3.6	-19.0	1.4	1.7	-2.6	-5.8	-4.8	-0.4	CC(CN1CCN(C)CC1)OC(=O)c1ccccc1 (centres undefined)
-1.9	-1.5	43.1	6.5	-0.5	-5.8	5.9	2.8	4.4	Cc1ccc(C)c(S(=O)(=O)N2CCN(C(=O)CSc3ccccc3F)CC2)c1
-1.0	11.7	12.4	5.3	7.5	-2.9	0.1	-6.3	5.8	CSc1nc(-c2ccccc2)nc(N2CCOCC2)c1C(C)=O
-0.7	1.1	4.9	-3.9	-0.3	-6.5	2.9	-10.9	19.5	Cc1cc2cc(CNC(=O)Nc3ccccc3)ccc2n1C
.	6.2	-7.5	-7.8	.	.	5.9	.	.	C[C@@]12CCC=C[C@H]1[C@H](c1ccc3ccccc3c1Br)N(Cc1ccccc1)C2=O
-5.6	2.2	-25.3	-18.4	14.6	-2.5	.	-18.8	9.5	CCN(CC)c1ccc(CNc2ccc3c(c2)ncn3CC)cc1
-0.1	8.2	23.4	4.3	15.9	-3.9	2.5	-0.9	21.9	CCC(C)NCCOCCOc1ccccc1-c1ccccc1 (centres undefined)
-2.8	4.0	23.3	-2.2	-2.7	-3.5	-0.1	-1.3	-6.5	CC1(C)CC2CC(C)(CN2C(=S)Nc2ccccc2F)C1 (centres undefined)
-6.7	-4.3	-3.6	0.8	9.5	-3.0	0.4	-4.5	19.1	Cc1nnc(-c2cnn(C)c2N)n1Cc1ccccc1F
-1.6	0.8	20.2	-3.4	2.5	-2.0	6.2	-2.5	20.2	CCC(Cc1ccccc1)NC(=O)C1CCN(S(=O)(=O)c2ccc3c(c2)CC(C)N3C(C)=O)CC1 (centres undefined)
1.0	4.3	-11.8	5.1	-5.9	-1.0	4.5	0.2	-5.7	CCn1c(SCc2ccccc2)nc2c(c1=O)SCC2
-3.0	-3.4	-8.5	6.5	10.9	-2.1	2.1	-7.1	24.4	Cc1ccccc1C(CC(=O)c1cccs1)C(C#N)C#N (centres undefined)
-2.1	1.7	3.5	2.4	0.9	-1.1	-3.1	1.7	19.8	CC(C)Cn1c(N)c(C(=O)COC(=O)c2cc(-c3ccccc3)nc3ccccc23)c(=O)n(C)c1=O
-1.9	.	27.3	-2.1	6.8	-2.0	-1.4	-16.5	2.6	CC(C)[C@H](NC(=O)C1CCC(CNC(=O)[C@@H]2CCCN2C(=O)OC(C)(C)C)CC1)C(=O)O (some centres undefined)
-0.2	-3.3	19.4	-6.3	4.6	-2.1	0.8	-12.9	9.4	COc1cccc(CN2C(=O)c3ccccc3S2(=O)=O)c1
-1.1	12.4	11.0	3.6	6.5	-3.0	-19.3	1.1	-6.0	COC1=C/C(=C/c2c(N)n3cc(C)sc3nc2=O)C=CC1=O
0.7	1.5	13.8	-7.1	1.8	-2.1	3.7	0.6	3.7	COc1cc(SC)ccc1C(=O)NCCc1c[nH]c2ccccc12
-1.1	1.9	19.5	-1.4	-0.8	-2.1	3.0	-7.7	1.9	COc1ccc(C2c3c(oc4ccc(Cl)cc4c3=O)C(=O)N2CCN2CCOCC2)cc1 (centres undefined)
-2.3	5.6	20.0	-20.0	-0.4	-1.3	-3.7	3.4	3.9	O=C(Nc1ccc(NC(=O)c2ccccc2)nc1)c1ccncc1
3.7	0.5	-6.1	-16.4	23.6	0.4	6.2	11.0	-0.4	CCOc1ccc(C2C(C(=O)c3ccc(C)o3)=C(O)C(=O)N2Cc2cccnc2)cc1 (centres undefined)
0.7	-4.0	29.9	-27.4	-11.7	0.2	6.8	3.6	-20.1	O=C(NC(=S)Nc1ccc(N2CCN(C(=O)c3ccccc3)CC2)cc1)c1cccs1
-1.3	-1.2	33.1	-2.8	-10.4	1.4	2.2	21.4	0.6	CCN1C(=O)C(CC(=O)Nc2ccc(Br)cc2)N(CCCc2ccccc2)C1=S (centres undefined)
-2.0	-5.2	14.9	-17.2	-2.5	0.1	6.2	-7.0	.	O=C(O)CCCn1c(O)c(C=C2N=c3ccccc3=N2)sc1=S
-1.7	-3.4	27.4	-18.9	-0.1	-4.3	-0.9	0.2	17.9	CCN1C(=O)c2cccc3c(S(=O)(=O)Nc4ccccc4OC)ccc1c23
-0.8	3.2	13.1	-12.3	-0.7	-1.8	2.4	-6.0	.	COCCNC(=O)C(c1ccc(O)cc1)N(Cc1ccco1)C(=O)CCC(=O)Nc1nccs1 (centres undefined)
-4.2	3.3	21.0	7.2	-7.5	-3.1	1.3	4.6	16.4	O=C(Nc1cc2c3c(c1)C1CCCC1CN3CC1CCCC21)c1ccc([N+](=O)[O-])cc1 (centres undefined)

4 structures from above, ordered by molar mass, lowest first.
VIM-2 inhibitor	IDE cell inh	PHOSPHO1 inh	p-CIP stab down	M18AAP inhibitor	IMP-1 inhibitor	IDE cell activ	GPR7 antagonist	NALP1 yeast inh	canonical_smiles
-0.7	7.5	24.6	-0.5	-0.9	-1.3	3.2	-6.2	-9.1	CC1=CC(=O)CC(C)(C)C1(O)/C=C/C(C)=C/C(=O)O (centres undefined)
-3.0	-3.4	-8.5	6.5	10.9	-2.1	2.1	-7.1	24.4	Cc1ccccc1C(CC(=O)c1cccs1)C(C#N)C#N (centres undefined)
-2.8	4.0	23.3	-2.2	-2.7	-3.5	-0.1	-1.3	-6.5	CC1(C)CC2CC(C)(CN2C(=S)Nc2ccccc2F)C1 (centres undefined)
-0.1	8.2	23.4	4.3	15.9	-3.9	2.5	-0.9	21.9	CCC(C)NCCOCCOc1ccccc1-c1ccccc1 (centres undefined)
